High-throughput results deposited in PubChem BioAssay by several laboratories.
RAM inhibit: inhibitors of the yeast RAM network, primary screen, dse1pr::URA3 reporter, 5-FOA selection. hit rate 1.8% among 190,000. AID 868, 2007. S. cerevisiae dse1pr::URA3 reporter, 5-FOA growth OD615, 2 d; analog-sensitive cbk1-as2 kinase mutant strain. inhibition, % at 50 µM;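 active means inhibition above a set limit, 3 SD over mean compound inhibition, cut at about 8.4% in these data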;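 further: 0% = DMSO-only wells with no growth and 100% = 10 µM 1-NA-PP1 full growth; inhibition rescues growth on 5-FOA so higher OD means more RAM inhibition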
STAT3 act: IL-6 driven STAT3 reporter potentiators, primary screen, U3A cells, luciferase, luminescence, MLSCN library | AID 871, 2007 | IL-6 STAT3-luciferase reporter; 100% = signal with IL-6 EC80 alone | hit rate 0.91% among 190,000 | activation (% of control), % at 5.6 µM;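 active means activation above the screen-wide mean of compound activation plus 3 SD, cut at about 130% in these data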;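 further: 0% = background luminescence of wells with medium and substrate only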
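System – human U3A cells carrying STAT3-luciferase construct · Probe or stimulus – Interleukin-6, 33 ng/mL · Schedule – compound 1 h, then IL-6 6 h at 37 °C · Signal – luminescence from STAT3-driven luciferase reporter · Evaluation – percent of IL-6-only median luminescence · Benchmarks – IL-6-only high control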
STAT1 blocker: STAT1 signaling inhibitors, primary screen, cell-based, HTS, luciferase reporter; NIH 3T3 STAT1-luciferase reporter, IFN-gamma, luminescence; inhibition, % at 5.5 µM; hit rate 0.35% among 200,000; AID 920, 2007;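 active means inhibition above a set limit, the mean inhibition across all tested compounds plus 3 SD, cut at about 34% in these data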;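 further: 0% = IFN-gamma with DMSO and 100% = IFN-gamma with 300 µM nifuroxazide; values of inactives mirror those of a sister screen read the other way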
NF-kB neuron act: activators of NF-kB expression in neurons, primary screen, cell-based, HTS | AID 1239, 2008 | fold change at 12.5 µM | hit rate 1.6% among 190,000 | human neuronal cells, NF-kB reporter expression; hits give high values; in the data active means fold change above about 3.3
STAT1 act: STAT1 signaling activators, primary screen, cell-based, HTS, luciferase reporter; NIH 3T3 STAT1-luciferase reporter, IFN-gamma, luminescence; 100% = IFN-gamma alone, no compound; activation (% of control), % at 5.5 µM; hit rate 2.6% among 200,000; AID 932, 2007;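 active means activation above the screen-wide mean activation plus 3 SD, cut at about 130% in these data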;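 further: raw ratio to IFN-gamma control signal so 100% means no change and 0% no light; values of inactives mirror those of a sister screen read the other way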
FLuc inh counter: firefly luciferase enzyme inhibitors, primary screen, artefact control for luciferase-based inhibitor screens, biochemical, luminescence, ATPLite. Luciferin 4-monooxygenase (Photinus pyralis), P08659. 10 min. inhibition, % at 10 µM. hit rate 1.5% among 200,000;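 active means inhibition above about 50% when tested at 10 µM, limit read from the data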
Target sequence (P08659 whole entry, looked up): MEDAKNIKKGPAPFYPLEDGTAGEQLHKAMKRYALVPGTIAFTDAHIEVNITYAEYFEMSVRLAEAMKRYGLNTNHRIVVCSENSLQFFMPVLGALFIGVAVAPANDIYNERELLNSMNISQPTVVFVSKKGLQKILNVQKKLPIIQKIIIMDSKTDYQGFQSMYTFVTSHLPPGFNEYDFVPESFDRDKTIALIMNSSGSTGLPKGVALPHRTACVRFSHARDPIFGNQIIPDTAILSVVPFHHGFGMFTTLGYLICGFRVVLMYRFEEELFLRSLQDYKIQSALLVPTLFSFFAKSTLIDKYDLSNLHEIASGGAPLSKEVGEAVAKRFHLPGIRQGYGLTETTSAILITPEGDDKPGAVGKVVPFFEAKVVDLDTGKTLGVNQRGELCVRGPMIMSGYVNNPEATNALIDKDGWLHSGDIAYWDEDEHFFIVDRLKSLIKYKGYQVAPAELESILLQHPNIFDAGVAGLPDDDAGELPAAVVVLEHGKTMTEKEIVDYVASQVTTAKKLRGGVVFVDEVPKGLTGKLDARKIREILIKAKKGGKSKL
APP 5'UTR act: activators of APP 5'UTR luciferase reporter, primary screen, SH-SY5Y cells; AID 1276, 2008; activation, % at 2 µM; hit rate 1% among 190,000; SH-SY5Y APP 5'UTR luciferase reporter, luminescence; zero percent = DMSO vehicle wells;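 active means activation above a set limit, based on mean plus 3 SD of controls, cut at about 140% in these data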; further: values of inactives mirror those of a sister screen read the other way
STAT3 inh: IL-6 driven STAT3 reporter inhibitors, primary screen, U3A cells, luciferase, luminescence, MLSCN library. IL-6 STAT3-luciferase reporter; host cell line lacks STAT1. inhibition, % at 5.5 µM. hit rate 0.89% among 190,000;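 active means inhibition above the mean inhibition across all screened compounds plus 3 SD, cut at about 44% in these data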;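 further: 0% = DMSO only wells and 100% = 100 µM nifuroxazide control wells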
Hsp70 act: Hsp70 transcriptional activators, primary screen, cell-based, HeLa, Hsp70 promoter luciferase, luminescence, 10 µM; HeLa Hsp70 promoter luciferase reporter; scaled: vehicle 0, proteasome-inhibitor control 100%; activation, % at 10 µM; hit rate 0.04% among 200,000;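 active means activation above the mean across all tested compounds plus 3 SD, cutoff set per campaign, cut at about 5.5% in these data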;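 further: 100% = MG132 at 30 µM as the positive control and 0% = DMSO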
APP 5UTR inh: inhibitors of APP translation via 5'UTR reporter, primary screen, APP 5'UTR luciferase, SH-SY5Y cells; SH-SY5Y APP 5'UTR-luciferase reporter, luminescence; inhibition, % at 2 µM; hit rate 0.82% among 190,000; AID 1285, 2008;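 active means inhibition above a set limit, derived from the sample mean plus 3 SD, cut at about 45% in these data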; further: values of inactives mirror those of a sister screen read the other way
Active calls of the source: *; x = not tested or not shown.

No.	Compound	RAM inhibit	STAT3 act	STAT1 blocker	NF-kB neuron act	STAT1 act	FLuc inh counter	APP 5'UTR act	STAT3 inh	Hsp70 act	APP 5UTR inh
1	CCn1c(SCC(=O)N(C)C2CCS(=O)(=O)C2)nnc1-c1ccccc1 (stereo unspecified)	1.5	98.6	10.4	1.16	89.9	-2.9	4.0	3.9	-0.2	-4.0
2	O=C(CN1CCN(c2ccccc2)CC1)N1N=CCC1c1ccccc1 (stereo unspecified)	2.0	111.7	-0.6	1.24	100.6	-2.5	16.2	-8.3	0.2	-16.2
3	O=C(NC1CC1)C1=C[C@@H](c2coc3ccccc3c2=O)C[C@@H](OCc2ccc(CO)cc2)O1	0.0	x	3.1	0.92	98.6	-0.6	23.4	x	0.4	-23.4
4	CC(C)CNS(=O)(=O)c1ccc(OCC(=O)Nc2ccc3c(c2)OCCO3)cc1	0.9	99.8	6.8	1.22	93.7	0.6	-7.6	-1.4	-0.4	7.6
5	O=C(CSc1nnc2ccc(-c3ccncc3)nn12)c1cccs1	2.1	94.2	-7.9	0.92	105.2	-5.4	14.3	14.6	-0.4	-14.3
6	CCN(CC)C(=O)C1CCN(Cc2cn(C)nc2-c2ccc(Oc3ccccc3)cc2)CC1	-0.4	106.2	3.2	0.75	95.6	2.4	37.5	-5.5	2.3	-37.5
7	Cc1onc(C(=O)/C=C/N(C)C)c1C(=O)Nc1nccs1	0.9	80.3	4.9	1.01	95.6	-3.5	5.0	32.7	-0.1	-5.0
8	O=C(CS(=O)(=O)Cc1ccccc1)Nc1ccccc1Cl	0.5	92.8	2.9	1.38	97.4	-11.2	18.7	12.6	-0.2	-18.7
9	COc1ccccc1C1C(C(=O)c2cc3ccccc3o2)=C(O)C(=O)N1CCN(C)C (stereo unspecified)	0.8	102.0	12.4	0.99	88.6	3.9	12.3	1.0	-0.2	-12.3
10	CCOCC(=O)Nc1ccc2c(c1)OCCO2	3.0	108.3	-16.4	1.77	115.2	12.3	38.6	-8.1	-0.1	-38.6
11	O=C(CCn1nc(-c2ccccc2)c2ccccc2c1=O)NN1CCOCC1	0.1	98.1	7.2	1.17	92.1	-2.6	-8.0	6.6	-0.1	8.0
12	O=S(=O)(NC1CC1)c1ccc(S(=O)(=O)N(Cc2ccccn2)C2CCCC2)cc1	1.5	131.9	9.7	0.98	91.1	-8.5	19.5	-33.8	0.1	-19.5
13	Cc1cccc(N=Nc2c(C)c(C#N)c(O)[nH]c2=O)c1	7.0	93.1	-3.9	1.18	102.3	-0.9	-0.1	13.3	-0.4	0.1
14	CSC1=N/C(=C\C=C\c2cccs2)C(=O)S1	4.3	101.9	0.7	1.38	99.4	19.8	10.4	1.3	-0.5	-10.4
15	Cc1c(/C=N/O)c2ccccn2c1C=O	-0.1	106.4	3.6	1.11	97.1	0.7	10.0	-5.0	-0.1	-10.0

Next part.
No.	Compound	RAM inhibit	STAT3 act	STAT1 blocker	NF-kB neuron act	STAT1 act	FLuc inh counter	APP 5'UTR act	STAT3 inh	Hsp70 act	APP 5UTR inh
16	COc1cc(NC(=O)c2onc(C)c2Cl)c(OC)cc1Cl	0.9	119.5	-3.8	1.21	104.4	-5.5	-24.9	-23.7	-0.3	24.9
17	CC(C)(C)CC(C)(C)N=C1NS(=O)(=O)c2cc([N+](=O)[O-])ccc21	0.9	103.3	7.0	1.27	93.7	-3.9	-15.7	5.7	1.1	15.7
18	COC(=O)CCC(=O)Nc1cccc(C(=O)Nc2cccc(Cl)c2)c1	0.5	98.2	-2.7	1.26	102.4	2.0	5.9	8.9	-0.3	-5.9
19	CC1CN(c2ccc(Cl)cc2[N+](=O)[O-])CCN1S(C)(=O)=O (stereo unspecified)	1.8	96.2	-4.8	1.33	103.0	-5.1	15.9	6.7	-0.2	-15.9
20	CCOc1ccccc1C1CC(=O)NC(SCC(=O)Nc2nccs2)=C1C#N (stereo unspecified)	0.8	105.9	-2.0	0.93	101.8	-3.6	x	-8.8	0.6	x
21	O=C(Cn1nc(-c2ccccc2)c2ccccc2c1=O)NCCN1CCOCC1	-0.3	94.1	5.9	1.16	95.6	-3.5	-11.4	13.3	-0.3	11.4
22	COc1ccc(/C=N/Nc2cc(N(C)C)nc(N(C)C)n2)cc1	-0.9	128.3	-5.4	0.96	104.8	-2.4	1.4	-37.3	-0.3	-1.4
23	COC(=O)N/N=C/c1ccc([N+](=O)[O-])s1	-1.3	104.8	6.4	0.67	93.6	-5.9	-22.2	-4.5	-0.4	22.2
24	O=C(COc1ccc(Cl)cc1Cl)NN=C1c2ccccc2-c2ccccc21	5.4	100.7	7.3	1.15	93.5	-3.5	-6.8	-1.9	0.2	6.8
25	COc1ccc(Nc2nnc(SCC(=O)c3cc(C)n(CC4CCCO4)c3C)s2)cc1 (stereo unspecified)	2.6	101.1	-6.7	0.96	106.2	32.2	-16.6	4.6	-0.1	16.6
26	CCOC(=O)C1CCCN(S(=O)(=O)c2cccs2)C1 (stereo unspecified)	4.8	98.6	-1.4	0.78	101.3	-7.5	15.4	5.3	-0.3	-15.4
27	COc1cc(NC(=O)CSc2ncnc3c2cnn3Cc2ccccc2)cc(OC)c1	3.4	86.5	6.0	1.08	94.4	-7.6	2.5	21.0	0.0	-2.5
28	COc1ccc(C2=NN(C(=O)COc3ncnc4ccccc34)C(c3ccco3)C2)cc1 (stereo unspecified)	3.1	106.4	-8.2	0.97	106.3	-0.9	-20.6	-2.0	-0.5	20.6
29	Cc1c(NC(=O)c2cccs2)cccc1[N+](=O)[O-]	-0.3	94.9	9.6	x	91.6	-2.2	10.1	11.8	0.1	-10.1
30	CC(/C=N/NC(=O)CSc1ccccn1)=C\c1ccc(C(C)C)cc1	0.0	114.4	-27.0	1.46	123.8	-2.4	37.1	-12.4	-0.2	-37.1

Going on with the list.
No.	Compound	RAM inhibit	STAT3 act	STAT1 blocker	NF-kB neuron act	STAT1 act	FLuc inh counter	APP 5'UTR act	STAT3 inh	Hsp70 act	APP 5UTR inh
31	COc1cccc(/C=C/C(=O)Nc2ccc3c(c2)OCCO3)c1OC	1.9	47.2	24.6	8.64*	75.9	92.6*	205.0*	65.8*	-0.1	-205.0
32	CC(=O)c1ccc(NC(=S)N2CCN(c3cccc(Cl)c3)CC2)cc1	4.2	92.5	24.7	1.31	76.3	-5.1	4.1	13.0	0.1	-4.1
33	C=CCn1c(O)c(C(CC)=NCCN2CCOCC2)c(=O)[nH]c1=O	1.5	110.8	3.9	1.19	96.4	-10.8	0.2	-9.5	-0.4	-0.2
34	Cc1ccccc1Nc1nc(N)nc(CSc2nnnn2-c2ccccc2)n1	0.1	109.5	9.1	0.98	91.7	-1.7	-14.1	-8.0	0.3	14.1
35	O=C(c1ccco1)N1CCCN(Cc2cn[nH]c2-c2ccc(-c3ccccc3)cc2)CC1	0.3	108.9	-18.0	1.01	114.7	-2.3	15.5	-2.9	0.9	-15.5
36	CCc1ccccc1NC(=O)CN(C)C(=O)Cn1cc(C(F)(F)F)cc(Cl)c1=O	4.8	99.8	2.0	0.99	96.4	-9.7	1.4	3.9	0.2	-1.4
37	Cc1ccc(S(=O)(=O)N2CCC(C)CC2)cc1[N+](=O)[O-]	22.5*	99.0	3.3	x	97.3	-4.1	0.7	7.2	-0.1	-0.7
38	O=C(CNC(c1ccccc1)c1ccccc1)Nc1ccc(F)cc1	0.4	115.0	8.1	1.13	92.7	-3.6	7.4	-13.4	-0.2	-7.4
39	COc1cc(NC(=O)c2ccc(OC)c([N+](=O)[O-])c2)ccc1NC(=O)c1cccs1	5.2	92.0	-7.7	1	106.8	-3.1	5.7	11.5	-0.2	-5.7
40	Cc1sc2nc(C3CC3)nc(N3CCN(S(=O)(=O)c4ccc(F)cc4)CC3)c2c1C	1.1	109.3	1.4	1.02	98.7	-6.4	9.4	-7.5	-0.5	-9.4
41	CC(C)NC(=O)CN(c1cccc([N+](=O)[O-])c1)S(=O)(=O)c1ccccc1	1.1	109.1	-2.6	0.97	102.4	-3.6	3.2	-5.5	0.0	-3.2
42	CCOC(=O)c1cccc(NC(=O)CCS(=O)(=O)c2cccs2)c1	-0.1	107.7	6.6	1.08	95.1	-4.7	3.8	-4.8	0.2	-3.8
43	COc1ccc(C(=O)Nc2ccnc(-c3cccnc3)n2)cc1	1.1	81.6	12.1	0.97	88.6	4.0	-3.9	25.2	-0.2	3.9
44	O=C(CN1C(=O)CCS(=O)(=O)c2ccccc21)NCc1ccc(F)cc1	1.0	97.9	1.7	1.16	95.2	-2.6	11.5	4.7	-0.2	-11.5
45	O=C(COC(=O)c1ccc(NS(=O)(=O)c2cccs2)cc1O)Nc1nc2ccccc2s1	3.6	104.7	-22.2	x	118.2	-7.6	2.8	-0.2	-0.1	-2.8

Other results
No.	Compound	RAM inhibit	STAT3 act	STAT1 blocker	NF-kB neuron act	STAT1 act	FLuc inh counter	APP 5'UTR act	STAT3 inh	Hsp70 act	APP 5UTR inh
46	Cc1ccc(S(=O)(=O)Nc2nc3ccc(S(C)(=O)=O)cc3s2)cc1	4.3	100.2	-8.1	0.91	107.4	-1.6	-8.6	3.8	0.6	8.6
47	O=C(O)CNc1nc(-c2ccccc2)nc2ccccc12	1.2	103.2	10.3	1.21	90.6	-0.6	0.6	0.3	-0.4	-0.6
48	Cc1ccc(-c2nn(-c3ccccc3)cc2CO)o1	-1.0	95.6	-50.2	3.81*	147.5*	25.5	97.5	6.7	0.2	-97.5
49	CCOc1ccc(NC(=O)CCS(=O)(=O)c2ccc3c(c2)CCCN3C(=O)CC)cc1	0.1	102.2	0.5	1.13	99.5	1.0	x	4.4	-0.1	x
50	CC1(C)OC(=O)C(=NNc2ccc(Br)cc2)C(=O)O1	2.0	99.1	3.2	1.24	97.1	8.5	-2.4	9.4	0.2	2.4
51	N#CCCn1cc(C(=O)NCc2ccccc2)c(-c2cccs2)n1	1.0	97.8	-1.9	1.11	99.9	-4.7	-1.1	10.8	-0.3	1.1
52	COc1ccc2c(CC(=O)OCC(=O)Nc3ccccc3[N+](=O)[O-])coc2c1	10.0*	109.6	0.3	0.89	99.7	-0.1	-8.4	-10.9	-0.4	8.4
53	COc1ccc(NC(=O)C2(N(CC(C)C)C(=O)Cn3nnnc3N)CCCCC2)cc1	3.7	106.7	2.9	1.33	95.7	-5.7	8.7	-3.5	-0.2	-8.7
54	O=C(CSc1nnnn1-c1ccccc1)Nc1ncc(Cc2ccccc2Cl)s1	0.6	101.2	-10.2	1.03	109.8	2.1	16.3	-3.0	-0.3	-16.3
55	CC(=O)c1c(C)[nH]c(C(=O)OC(C)C(=O)Nc2cc(S(=O)(=O)N3CCCCC3)ccc2Cl)c1C (stereo unspecified)	7.5	102.7	1.5	1.07	98.7	-5.3	-0.4	-5.6	-0.5	0.4
56	OC1(c2cccc(F)c2)CCN(Cc2ccncc2)CC1	0.1	104.8	1.4	0.97	98.7	-1.2	-2.4	-1.2	-0.1	2.4
